High-throughput results (PubChem)
ASM inhibitor = human S-ASM enzyme inhibition; placental ASM, HMU-PC fluorogenic substrate, 60 min; actives 0.006% (n = 340,000); Potency, µM (top dose mostly 57.5 µM), for inactives: top-dose activity change, negative = inhibition, hits mostly inhibitors; also: potency is read from the fitted curve at half-maximal effect
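Fluorescence read-out (Ex 386 nm, Em 447 nm) after stopping the reaction at pH 10. Enzyme: ASM from human placenta; substrate HMU-PC0, 9 uM final; 60 min, 37 °C. Compound preincubation 10 min, ambient temperature.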
GALK inh = galactokinase (human) inhibition; P51570; Purified GALK, Kinase-Glo residual ATP luminescence; Potency, µM (series often up to 57.5 µM), for the others: at the highest dose activity change, negative = inhibition, actives largely listed as inhibitors; actives 0.007% (n = 270,000); AID 1868; also: potency is read from the fitted curve at half-maximal effect; % is scaled to controls: 0 for no effect and ±100 for the full control effect
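Compounds were pin-transferred into ATP buffer (35 uM final), then GALK plus galactose (5 nM, 100 uM final) was added. After 1 h at room temperature, Kinase-Glo Plus was added and luminescence read after 10 min.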
PKM2 act = increases activity of human pyruvate kinase M2; Potency, µM (top dose mostly 57.5 µM), without a hit: at the highest dose activation, most hits filed as activators; actives 0.34% (n = 260,000); purified PKM2, Kinase-Glo ATP luminescence, activation; response scale: 0% is enzyme alone, no compound; also: potency is read from the fitted curve at half-maximal effect; % is scaled to controls: 0 for no effect and ±100 for the full control effect; nearly all actives have a fitted effect of over 55% in size
Target sequence (P14618 whole entry, looked up): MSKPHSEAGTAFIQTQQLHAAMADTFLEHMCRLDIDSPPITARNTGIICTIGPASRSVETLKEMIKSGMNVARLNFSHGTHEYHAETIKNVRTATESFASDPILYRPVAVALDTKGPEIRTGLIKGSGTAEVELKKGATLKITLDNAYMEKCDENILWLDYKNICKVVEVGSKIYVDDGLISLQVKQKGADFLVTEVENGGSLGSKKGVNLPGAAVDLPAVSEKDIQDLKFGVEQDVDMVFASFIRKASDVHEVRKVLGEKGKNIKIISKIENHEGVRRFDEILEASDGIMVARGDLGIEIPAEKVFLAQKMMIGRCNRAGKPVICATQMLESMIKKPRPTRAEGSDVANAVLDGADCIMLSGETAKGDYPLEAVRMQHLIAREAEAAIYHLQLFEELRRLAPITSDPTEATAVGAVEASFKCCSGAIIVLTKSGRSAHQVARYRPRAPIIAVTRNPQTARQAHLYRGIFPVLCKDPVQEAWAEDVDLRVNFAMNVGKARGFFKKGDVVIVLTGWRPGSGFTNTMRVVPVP
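ATP formation by purified human PK-M2, quantified via coupled luciferase luminescence after 1 h at room temperature with 0.1 mM ADP and 0.5 mM PEP final.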
a7 integrin act = integrin-mediated muscular dystrophy alleviation activation; alpha7betagal myoblasts, beta-gal FDG fluorescence, 48 h; Potency, µM (highest dose often 38.3 µM), without a hit: at the top dose activation, usual class: activators; actives 0.064% (n = 350,000); AID 624291;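 also: potency is read from the fitted curve at half-maximal effect; 100% = response of the positive control SU9516; nearly all actives have a fitted effect of over 60% in size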
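alpha7betagal+/- myoblasts (passage 13, 250/well) treated 48 h at 37C with compounds at 1:260 dilution of DMSO stock. Lysed, then beta-galactosidase activity read as FDG fluorescence (ex 480/em 540) after 30 min, with pre-read for autofluorescence.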
Giardia kill = Giardia lamblia killing; Giardia lamblia trophozoite viability; activity change, % at 7.66 µM, hits read low; actives 0.15% (n = 340,000); in the data active = activity change below about -80%; inconclusive = between about -30% and that limit;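 also: parasites exposed to compound for two days anaerobically before the ATP read; % is scaled to controls: 0 for no effect and ±100 for the full control effect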
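Anaerobic 48 hrs incubation at 37 deg C of 100 trophozoites/well with test compounds; ATPLite 1-Step luminescence, 15-30 min RT, reports cellular ATP as viability.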
Chronic BCR inh = chronic active BCR signaling inhibition | ABC-DLBCL IkBa-CBG/CBR reporter, luminescence ratio, 4 h | Potency, µM (highest dose often 46.1 µM), for inactives: at the top dose ratio change, negative = lower green/red ratio, usual class: inhibitors | actives 0.05% (n = 340,000) | AID 493014; active = well fitted inhibition curve with a large enough effect in the signal ratio, with a control signal flat, not every such curve was filed as active; inconclusive = small, poorly fitted or top-dose-only effect, or effect the other way, or a change in a side signal; the % refers to the signal ratio;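 also: potency is read from the fitted curve at half-maximal effect; plate controls were basal doxycycline-induced cells for no effect and cells given 10 µM MG132 for full effect; MG132 reads +100%, hits lower the ratio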
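TMD8 ABC-DLBCL cells carrying doxycycline-inducible green luciferase fused to IkappaBalpha plus unfused red luciferase were exposed to compounds (up to 46 uM) for 4 hrs at 37C. Activity came from the overlap-corrected green/red luminescence ratio.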
TSG101-PTAP inh = blocks PTAP/TSG101 interaction to inhibit HIV-1 budding | Potency, µM (titrated, usually from 115 µM), for inactives: at the highest dose activity change, negative = inhibition, usual class: inhibitors | Q99816 | Fluorescence polarization, FITC-PTAP peptide / Tsg101 binding | 340,000 tested, under 10 active; active = well fitted inhibition curve with a large enough effect in the main read-out, with a control signal flat, not every such curve was filed as active; inconclusive = small, poorly fitted or top-dose-only effect, or effect the other way, or a change in a side signal; inactive = no such curve, though single readings can be large or run the other way; also: potency is read from the fitted curve at half-maximal effect; % of control where 0% means no effect
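Fluorescence polarization binding of Tsg101 binding domain (10 uM final) to FITC-labeled PTAP peptide (50 nM final) in HEPES pH 7.5 buffer with NaCl, Tween 20, EDTA, TCEP. Compounds added before peptide; binding 20 min at RT.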
Menin MLL FP TR = displaces Texas Red mutant MLL peptide from human menin | AID 1768 | actives 0.23% (n = 270,000) | Potency, µM (series often up to 61.6 µM), for inactives: at the highest dose FP activity change, negative = inhibition, most hits filed as inhibitors | Menin + Texas Red MLL mutant peptide, fluorescence polarization; active = well fitted inhibition curve with a large enough effect in the polarisation, with a control signal flat, not every such curve was filed as active; inconclusive = small, poorly fitted or top-dose-only effect, or effect the other way, or a change in a side signal; inactive = no such curve, though single readings can be large or run the other way; the % refers to the polarisation; also: potency is read from the fitted curve at half-maximal effect; % of control where 0% means no effect; many of its hits are not listed in these tables
Coupling enz = inhibits coupling enzyme system, counter-screen for aldolase hits; AID 2472; coupling enzyme system counterscreen, AmpLite Red fluorescence; actives 0.67% (n = 290,000); activity change, negative = inhibition, % at 58.2 µM, hits read low; in the data active = activity change below about -30%; also: % is scaled to controls: 0 for no effect and ±100 for the full control effect
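Counterscreen lacking aldolase: glyceraldehyde-3-phosphate coupling-enzyme reagent preincubated 10 min at RT with compound (at 57.5 uM final), then substrate/coupling system with AmpLite Red added; fluorescence read at 525/598 nm after 20 min RT.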
B2AR arrestin = agonists driving beta-arrestin recruitment to human beta2-adrenergic receptor; P07550; beta-arrestin recruitment to beta2AR, cell-based reporter; Potency, µM (highest dose often 46.1 µM), for the others: at the top dose activation, usual class: activators; actives 0.02% (n = 330,000); AID 492947;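 also: potency is read from the fitted curve at half-maximal effect; 0% = DMSO controls and full agonism = EC100 isoproterenol or metaproterenol; nearly all actives have a fitted effect of over 65% in size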
Target sequence (P07550 whole entry, looked up): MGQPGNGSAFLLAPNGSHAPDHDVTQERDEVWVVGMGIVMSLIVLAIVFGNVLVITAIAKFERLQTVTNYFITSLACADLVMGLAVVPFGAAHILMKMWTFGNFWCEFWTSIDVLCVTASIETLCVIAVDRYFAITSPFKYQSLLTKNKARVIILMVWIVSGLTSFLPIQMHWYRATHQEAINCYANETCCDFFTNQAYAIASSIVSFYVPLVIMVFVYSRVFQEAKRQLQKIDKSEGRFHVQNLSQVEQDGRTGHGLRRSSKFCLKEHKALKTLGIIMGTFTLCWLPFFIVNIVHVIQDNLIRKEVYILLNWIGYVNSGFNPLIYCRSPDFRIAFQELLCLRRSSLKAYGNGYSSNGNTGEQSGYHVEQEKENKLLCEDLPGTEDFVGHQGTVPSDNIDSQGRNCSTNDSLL
Tb PFK inh = T. brucei PFK enzyme inhibition. AID 485367. actives 0.17% (n = 330,000). Potency, µM (titrated, usually from 57.5 µM), inactives show top-dose activity, negative = inhibition, usual class: inhibitors. T. brucei PFK, ADP-Glo luminescence. O15648;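 also: potency is read from the fitted curve at half-maximal effect; 0% = uninhibited 1x PFK enzyme wells and -100% = no-enzyme wells; nearly all actives have a fitted effect of over 60% in size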
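Compounds were pin-transferred as a titration series up to 57 uM into substrate buffer (0.5 mM F6P, 0.1 mM ATP, pH 8.0), then 1.25 nM PFK was added and reactions ran 45 min before ADP-Glo detection.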
Starred values were filed as active, the others as inactive; [ ] = dose if it differs, or a comment. Unless noted, calls follow the shape of the dose curve; as a rule, active = well fitted curve in the direction sought with a large enough effect; inconclusive = small, poorly fitted or top-dose-only effect, or another doubt; inactive = no such curve, though single readings can be large; an effect the other way counts as inactive or inconclusive. This is a subset; count on the stated rates, not on these rows.

Results for CCOC(=O)Cc1csc(N/N=C\c2ccccc2OC)n1 ?
ASM inhibitor: 13%; GALK inh: 7%; PKM2 act: 8%[11.5 µM]; a7 integrin act: -5%; Giardia kill: 20; Chronic BCR inh: inconclusive; TSG101-PTAP inh: -3%; Menin MLL FP TR: 25%; Coupling enz: 0; B2AR arrestin: -0.1%; Tb PFK inh: -4%

How did CC(C)NC(=O)Nc1ccc2c(c1)C(=O)N([C@H](C)CO)C[C@H](C)[C@@H](CN(C)S(=O)(=O)c1ccccc1)O2 do in these assays?
ASM inhibitor: 2%; a7 integrin act: 12%; Giardia kill: 18; Chronic BCR inh: -1%; TSG101-PTAP inh: 4%; B2AR arrestin: 0.0%; Tb PFK inh: 1%

How did CCOC(=O)C(O)(CC(=O)c1ccc(OC)cc1)C(F)(F)F (centres undefined) do in these assays?
ASM inhibitor: 4%; GALK inh: 0%; PKM2 act: -5%; a7 integrin act: inconclusive; Giardia kill: -5; Chronic BCR inh: -27%; TSG101-PTAP inh: -5%; Menin MLL FP TR: -10%; Coupling enz: 1; B2AR arrestin: 7.6%; Tb PFK inh: 8%

Results for Cc1nnc2c3cnn(-c4ccc(Cl)cc4)c3ncn12 ?
GALK inh: 14%; PKM2 act: 2%; Chronic BCR inh: inconclusive; Menin MLL FP TR: 11%; Coupling enz: 2; B2AR arrestin: 0.1%; Tb PFK inh: -2%

Results for CC(C)CNC(=O)Nc1ccccc1F ?
ASM inhibitor: -4%; GALK inh: -3%; PKM2 act: -8%; a7 integrin act: -1%; Giardia kill: 23; Chronic BCR inh: inconclusive; TSG101-PTAP inh: 1%; Menin MLL FP TR: -7%; Coupling enz: -1; B2AR arrestin: -0.1%; Tb PFK inh: 1%

How did CC1=C(C#N)C(c2ccccc2O)C(C#N)=C(C)N1 do in these assays?
ASM inhibitor: 6%; GALK inh: 10%; PKM2 act: -9%; a7 integrin act: inconclusive; Giardia kill: -1; Chronic BCR inh: inconclusive; TSG101-PTAP inh: -13%; Menin MLL FP TR: 7%; Coupling enz: 1; B2AR arrestin: 0.4%; Tb PFK inh: 0%

How did C=CC[C@@H](CC(=O)N(CCO)Cc1ccccc1)C(=O)NCCOC(=O)[C@@H](CC=C)Cc1ccc(F)cc1 do in these assays?
ASM inhibitor: 0%; a7 integrin act: 0%; Giardia kill: 21; Chronic BCR inh: inconclusive; TSG101-PTAP inh: -4%; B2AR arrestin: 0.5%; Tb PFK inh: -12%

Results for Cn1c(=O)n(C)c2cc(NC(=O)c3ccc(F)cc3)ccc21 ?
ASM inhibitor: -3%; GALK inh: 5%; PKM2 act: 1%; a7 integrin act: 7%; Giardia kill: -11; Chronic BCR inh: -19%; TSG101-PTAP inh: -6%; Menin MLL FP TR: -4%; Coupling enz: -2; B2AR arrestin: 0.2%; Tb PFK inh: 0%

How did Cn1ccnc1SCC(=O)Nc1cccc(C(F)(F)F)c1 do in these assays?
ASM inhibitor: 2%; GALK inh: -5%; PKM2 act: -1%; a7 integrin act: 18%; Giardia kill: -5; Chronic BCR inh: inconclusive; TSG101-PTAP inh: -5%; Menin MLL FP TR: 25%; Coupling enz: 5; B2AR arrestin: 0.2%; Tb PFK inh: -6%

What do the screens show for `O=C(C1CCCCN1S(=O)(=O)c1ccccc1[N+](=O)[O-])N1CCOCC1` (centres undefined)?
ASM inhibitor: 3%; GALK inh: 6%; PKM2 act: 0%; a7 integrin act: -25%; Giardia kill: 4; Chronic BCR inh: -3%; TSG101-PTAP inh: -1%; Menin MLL FP TR: -2%; Coupling enz: 0; B2AR arrestin: 0.0%; Tb PFK inh: -1%

How did CC1=CC(C)[C@H](/C=N/n2c(=O)[nH]c3c([nH]c4ccc(Br)cc43)c2=O)C(C)C1 (some centres undefined) do in these assays?
ASM inhibitor: -3%; GALK inh: 7%; PKM2 act: 10%; a7 integrin act: 0%; Giardia kill: -1; Chronic BCR inh: 15%; TSG101-PTAP inh: 2%; Menin MLL FP TR: 5%; Coupling enz: -1; B2AR arrestin: 0.1%; Tb PFK inh: -2%

What do the screens show for `Cc1cccc(NC(=O)c2cc(-c3ccc(C)s3)nc3ccccc23)n1`?
GALK inh: 1%; PKM2 act: -5%; a7 integrin act: 0%; Giardia kill: -10; Chronic BCR inh: 2%; TSG101-PTAP inh: -1%; Menin MLL FP TR: 0%; Coupling enz: 3; B2AR arrestin: -1.5%; Tb PFK inh: -2%

Results for CCN1C(=O)CC(N2CCN(c3ccc(OC)cc3)CC2)C1=O (centres undefined) ?
ASM inhibitor: 2%; GALK inh: 3%; PKM2 act: 12%; a7 integrin act: -16%; Giardia kill: 8; Chronic BCR inh: 4%; TSG101-PTAP inh: -10%; Menin MLL FP TR: -3%; Coupling enz: 1; B2AR arrestin: 0.1%; Tb PFK inh: 3%

How did C=C(C)CN(CC)C(=O)CN1C(=O)NC2(CCc3ccccc32)C1=O (centres undefined) do in these assays?
ASM inhibitor: 2%; GALK inh: 1%; PKM2 act: -2%; a7 integrin act: 7%; Giardia kill: -6; Chronic BCR inh: 0%; TSG101-PTAP inh: -11%; B2AR arrestin: -1.3%; Tb PFK inh: -3%

How did O=C(c1cccc(S(=O)(=O)Nc2cccc(C(F)(F)F)c2)c1)N1CCOCC1 do in these assays?
ASM inhibitor: 3%; GALK inh: -1%; PKM2 act: -6%; a7 integrin act: 0%; Giardia kill: -1; Chronic BCR inh: 0%; TSG101-PTAP inh: 3%; Coupling enz: 1; B2AR arrestin: -0.4%; Tb PFK inh: 0%

How did Cc1cc(C)n(-c2ccc(C(=O)N3CCN(S(=O)(=O)c4ccc(Cl)cc4)CC3)cc2)n1 do in these assays?
ASM inhibitor: 0%; a7 integrin act: -8%; Giardia kill: 23; Chronic BCR inh: -9%; TSG101-PTAP inh: -6%; B2AR arrestin: -0.4%; Tb PFK inh: -10%

Results for Cc1cc(C)n(C(=O)CSc2nc3ccccc3o2)n1 ?
ASM inhibitor: 1%; GALK inh: 2%; PKM2 act: -20%; a7 integrin act: 17%[7.66 µM]; Giardia kill: 6; Chronic BCR inh: 6%; TSG101-PTAP inh: -5%; Menin MLL FP TR: 0%; Coupling enz: 7; B2AR arrestin: -0.5%; Tb PFK inh: 3%

What do the screens show for `Cc1ccc(CNC(=O)CCS(=O)(=O)c2ccc(Cl)cc2)cc1`?
ASM inhibitor: -2%; GALK inh: 1%; PKM2 act: -4%; a7 integrin act: 10%; Giardia kill: -22; Chronic BCR inh: inconclusive; TSG101-PTAP inh: -2%; Menin MLL FP TR: 5%; Coupling enz: -1; B2AR arrestin: 0.0%; Tb PFK inh: -1%

Results for O=C(c1cccn2c(=O)c3cc(Br)ccc3nc12)N1CCN(c2ccccn2)CC1 ?
ASM inhibitor: 41%[activator]; GALK inh: -1%; PKM2 act: 0%; a7 integrin act: 42%; Giardia kill: 15; Chronic BCR inh: 3%; TSG101-PTAP inh: -6%; Menin MLL FP TR: -14%; Coupling enz: 2; B2AR arrestin: 0.5%; Tb PFK inh: -9%[0.46 µM]

Results for COC(=O)c1[nH]c2ccc(Br)cc2c1NC(=O)C(C)N1CCN(C2CCCCC2)CC1 (centres undefined) ?
ASM inhibitor: -5%; GALK inh: 3%; PKM2 act: 4%; a7 integrin act: -56%[inhibitor]; Giardia kill: 0; Chronic BCR inh: -11%; TSG101-PTAP inh: -4%; Menin MLL FP TR: -2%; Coupling enz: 2; B2AR arrestin: 0.0%; Tb PFK inh: 1%

How did COc1ccc(/C=C(\NC(=O)c2ccc(OC)cc2)C(=O)N2CCCCC2)cc1 do in these assays?
ASM inhibitor: -6%; GALK inh: -1%; PKM2 act: 0%; a7 integrin act: 17%; Giardia kill: 0; Chronic BCR inh: 10%; TSG101-PTAP inh: -4%; Menin MLL FP TR: -13%; Coupling enz: 0; B2AR arrestin: 0.0%; Tb PFK inh: 8%

Results for COc1ccc(CCN2CC(C(=O)N(C)Cc3cccnc3)CC2=O)cc1OC (centres undefined) ?
ASM inhibitor: 2%; a7 integrin act: 3%; Giardia kill: -1; Chronic BCR inh: inconclusive; TSG101-PTAP inh: -4%; B2AR arrestin: -0.2%; Tb PFK inh: 0%

Results for Cc1ccc(OCC(=O)NC(C)c2ccccc2)cc1C (centres undefined) ?
ASM inhibitor: -3%; GALK inh: 1%; PKM2 act: -1%[11.5 µM]; a7 integrin act: inconclusive; Giardia kill: 11; Chronic BCR inh: -2%; TSG101-PTAP inh: -1%; Menin MLL FP TR: inconclusive; Coupling enz: -1; B2AR arrestin: -0.1%; Tb PFK inh: 0%
